GAA glycogen: inhibitors or activators of human alpha-glucosidase glycogen cleavage; hit rate 0.38% among 300,000; Potency, µM (series often up to 76.4 µM), for inactives: at the highest dose activity change, negative = inhibition, hits mostly inhibitors; P10253; recombinant GAA, glycogen substrate, Amplex Red glucose oxidase fluorescence; active = well fitted inhibition curve with a large enough effect;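 note: 0% = full enzyme reaction and -100% = no-enzyme basal signal; the screen sought inhibitors and activators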
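Recombinant human alpha-glucosidase (4 nM final) hydrolysed bovine liver glycogen (30 ug) for 40 min at 37 C in pH 5.0 citrate/phosphate with 0.01% Tween-20. Released glucose detected by glucose oxidase/Amplex Red, Ex 573/Em 610 nm. Compounds up to 77 uM; AC50 from Hill fits.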
* marks the source's active call; other numbers are inactive results; [ ] = dose if it differs, or a comment. Potency is the fitted concentration of half-maximal effect.

GAA glycogen	SMILES
-7%[76.3 µM]	CCn1c(/N=C/c2ccc(OC)cc2O)nc2ccccc21
4%[76.3 µM]	CCOc1ccc(C(=O)NC2CC3CCCC(C2)N3Cc2ccccc2)cc1 (configuration not stated)
-1%	COc1ccc(C(=O)NC2CCSc3ccccc32)cc1F (configuration not stated)
9%[76.3 µM]	C[C@@]12C(=O)N(c3cccc(Br)c3)C(=O)N1[C@H](c1ccc(Cl)cc1)[C@@H]1C(=O)N(C3CCCCC3)C(=O)[C@@H]12
-16%[76.3 µM]	CCOC(=O)c1cccc(Nc2cc(-c3ccccc3)ncn2)c1
11%[76.3 µM]	Cc1ccc(C(C)(C)NC(=O)C2CCC(=O)N(CCCN3CCOCC3)C2)cc1 (configuration not stated)
1%	C[C@]12CCC3C(CC[C@H]4CC(O)CC[C@]34C)C1CC/C2=N/O (some centres not stated)
-5%[76.3 µM]	Cc1nc(SCC(=O)NCC2CCCO2)c2c3c(sc2n1)CCC3 (configuration not stated)
-11%[76.3 µM]	COc1ccc(C(=O)NC(C)c2ccc(-n3ccnc3)cc2)c(OC)c1OC (configuration not stated)
-4%[76.3 µM]	Cc1cccc(-c2nnc(SC(C)C(=O)N3CCOCC3)o2)c1 (configuration not stated)
-15%	CCCn1c(=O)[nH]c(=O)c2c1nc(-c1ccc(C#N)cc1)n2CCOC
2%[76.3 µM]	COc1cc(NC(=O)c2ccccc2F)ccc1NC(=O)c1cc2ccccc2o1
6%	CC(C(=O)NCc1ccccc1)n1cc([N+](=O)[O-])cn1 (configuration not stated)
-6%[76.3 µM]	CCn1c(SCC(=O)Nc2ccc(C(C)=O)cc2)nc2c([nH]c3ccccc32)c1=O
-7%	O=C(NCCN1CCN(c2ccccc2)CC1)Nc1ccccc1Cl
1%	COc1ccc(S(=O)(=O)N(CC(=O)NCC2CCCO2)c2ccc(Cl)cc2)cc1 (configuration not stated)
-2%[76.3 µM]	COc1ccc(C(=O)Nc2ccc3[nH]ncc3c2)cc1
1%	Cc1cccc(C)c1NC(=O)NC1(C(=O)N2CCCCC2)CCCCC1
-7%[76.3 µM]	C=CCOC(=O)C1=C(C)NC(=O)NC1c1ccc(O)cc1 (configuration not stated)
15%[76.3 µM]	Cc1nn(CCCC(=O)Nc2ccccc2C(F)(F)F)c(=O)c2c1sc1ccccc12
14%[76.3 µM]	Cc1ccc(-n2c(-c3ccc(Cl)cc3Cl)n[nH]c2=S)cc1
-14%	COc1ccc(CCNCC(C)c2ccccc2)cc1 (configuration not stated)
-7%	CN(CC(=O)Nc1ccc(F)cc1Cl)Cc1cccs1
4%[76.3 µM]	COc1ccc(CN(C(=O)c2ccccc2Br)C2CCS(=O)(=O)C2)cc1 (configuration not stated)
-5%[76.3 µM]	Cc1ccc(OC(=O)c2cccc(S(=O)(=O)N3CCN(C)CC3)c2)c(Br)c1
3%[76.3 µM]	Cc1cccc(C)c1N=Nc1c(C)cc(O)cc1C
-9%[76.3 µM]	COc1ccc(CNCCCSc2nnnn2C)c(OC)c1
-6%[76.3 µM]	O=C(N/N=C/c1ccco1)c1cc2ccccc2o1
-4%[76.3 µM]	O=C(c1ccc(Cl)cc1)N1CCC(N2CCC(C(=O)N3CCOCC3)CC2)CC1
11%[76.3 µM]	O=C(NC1CCCC1)C1CC(O)CN1C(=O)Nc1ccccc1 (configuration not stated)
-6%[76.3 µM]	CC1CCc2cc(F)ccc2N1S(=O)(=O)c1ccc(F)cc1 (configuration not stated)
-3%[76.3 µM]	CCNC(=O)c1ccc(CSc2nc3ccccc3s2)cc1
10%[76.3 µM]	O=C(NCCc1ccc(Cl)cc1)c1ccc(Cn2c(=O)c3cccn3c3cccnc32)cc1
5%	Cc1ncc([N+](=O)[O-])n1CC(=O)Nc1ccc(F)cc1
1%	CC(NCc1ccc(S(N)(=O)=O)cc1)C(=O)NCc1ccccc1 (configuration not stated)
3%	Cc1ccc(F)cc1NC(=O)CCc1c(C)[nH]c(=O)c(C#N)c1C
-17%[76.3 µM]	COc1ccccc1Nc1ncnc2c1nc1n2CCCCC1
-2%	CCOc1cc(/C=C/c2nc3ccccc3c(=O)[nH]2)cc(Br)c1OC
-3%[76.3 µM]	COc1ccc(CC(=O)Nc2c(C(=O)N3CCN(c4ccccc4OC)CC3)oc3ccccc23)cc1OC
2%[76.3 µM]	Cn1c(=O)[nH]c(=O)c2c1nc(NCc1ccccc1)n2Cc1ccc(F)cc1
-17%[76.3 µM]	CCN1CCCC1CNC(=O)Cn1nc(C)n2nc(-c3ccccc3)cc2c1=O (configuration not stated)
-7%[76.3 µM]	CC(C)c1ccc(NC(=O)CN2C(=O)CSc3ccc(S(=O)(=O)N4CCCC4)cc32)cc1
-2%[76.3 µM]	CCOc1ccc(NC(=O)N2CCC(CN3CCCCCC3)CC2)cc1
18%[76.3 µM]	CCCN1CCN(CCCNC(=O)c2ccc3nc(N4CCCCC4)sc3c2)CC1
-1%	Cc1ccc2cc(CN(CC3CCCO3)C(=O)c3cccs3)c(=O)[nH]c2c1 (configuration not stated)

Among those listed so far, 2 have a cyano group:
GAA glycogen	SMILES
-15%	CCCn1c(=O)[nH]c(=O)c2c1nc(-c1ccc(C#N)cc1)n2CCOC
3%	Cc1ccc(F)cc1NC(=O)CCc1c(C)[nH]c(=O)c(C#N)c1C

Continuation.
GAA glycogen	SMILES
10%[76.3 µM]	Cc1ccc(OCC(=O)Nc2cccc(-c3nc4ccccc4s3)c2)cc1
3%	O=C(O)c1ccc(/C=C2/SC(=S)N(Cc3ccccc3)C2=O)cc1
-9%[76.3 µM]	Cc1cc2c(cc1S(=O)(=O)NCc1ccccc1Cl)OCC(=O)N2
8%[76.3 µM]	O=c1c2ccccc2n2c(-c3ccccc3F)nnc2n1CCc1ccccc1
-8%[15.3 µM]	N#Cc1ccc2c(c1)C[C@]1(c3ccsc3)Oc3c(c(=O)oc4ccccc34)C2O1
3%[76.3 µM]	COc1ccc(NC(=O)CSc2nccn2Cc2ccco2)c(OC)c1
1%	NC(=O)C1CCCCc2c1[nH]c1ccc(Cl)cc21 (configuration not stated)
1%[76.3 µM]	CC(=O)c1cccc(NC(=O)c2cccc3ccccc23)c1
-5%[76.3 µM]	O=C1CCCN1CC(=O)N1CCCC(Nc2cccc(F)c2)C1 (configuration not stated)
2%[76.3 µM]	Cc1onc(-c2ccccc2)c1C(=O)N(C)CCc1ccccn1
-2%[76.3 µM]	COc1ccc(-c2cn3c(n2)sc2cc(C(=O)NC4CCCc5ccccc54)ccc23)cc1 (configuration not stated)
-13%[76.3 µM]	COc1ccccc1N1C(=O)C(Cl)=C(N2CCCC2)C1=O
-3%[76.3 µM]	O=[N+]([O-])c1ccc(NCCOc2ccccc2Cl)nc1
6%	Cc1ccc(CNC(=O)C2CCC(CNS(=O)(=O)c3cccs3)CC2)cc1 (configuration not stated)
1%[76.3 µM]	COc1ccc(NC(=O)C(c2ccc(Cl)cc2)C(C)C)cn1 (configuration not stated)
-7%	CCOCCCNC(=O)C1(O)c2ccccc2NC(=O)N1c1ccc(Cl)cc1 (configuration not stated)
2%	COc1cccc(NC(=O)CCS(=O)(=O)c2ccc(Br)cc2)c1
-6%[76.3 µM]	COCCCNC(=O)Cn1c(=O)oc2cc(S(=O)(=O)N3CC(C)CC(C)C3)ccc21 (configuration not stated)
9%[76.3 µM]	O=C(Nc1cccc(Cl)c1)c1ccccc1NC(=O)C1CCCCC1C(=O)O (configuration not stated)
1%[76.3 µM]	CCOC(=O)C1(Cc2ccccc2)CCCN(C(=O)c2cnn(CC)c2)C1 (configuration not stated)
11%[76.3 µM]	COc1ccc(CCN2CCCC(CN(C)Cc3cc(OC)ccc3OC)C2)cc1 (configuration not stated)
4%	O=C(CCCC(=O)N(CC(=O)NC1CCCCC1)c1ccccc1F)Nc1ccccn1
7%[76.3 µM]	COc1ccc2c(Sc3ccc(Cl)cc3)c(C(=O)N3CCCCC3)[nH]c2c1
-1%	COc1ccc(S(=O)(=O)N2CCN(CC(=O)NC3CCCC3)CC2)cc1
2%	O=C(Cc1ccc(Cl)cc1)Nc1ccc(Br)cn1
-2%[76.3 µM]	COc1ccc(CCN=C(N)NS(=O)(=O)c2cc(F)ccc2OC)cc1
5%	COc1cc(OC)cc(C(=O)NNC(=O)C2CCCC2)c1
6%[76.3 µM]	COc1cc(C(=O)N2C[C@@H]3CCC[C@H]2C3)ccc1OC1CCN(C(C)=O)CC1
1%	CCN(CC)CCCN1CC(=O)N2[C@@H](Cc3c([nH]c4ccccc34)C2(C)C)C1=O
-10%[76.3 µM]	[N-]=[N+]=NCCN1CCN(CCc2ccccc2)CCC1=O
-1%[76.3 µM]	CC(C)CCCN1C(Nc2ccccc2)=NC[C@@H]1C
-6%[76.3 µM]	N#CCOc1coc(CN2CCN(c3cccc(Cl)c3)CC2)cc1=O
-3%[76.3 µM]	CCSc1nc(-c2ccc(Cl)cc2)nc2c1Cc1c(CO)cnc(C)c1O2
-1%[76.3 µM]	O=C(COc1ccccc1F)Nc1ccc2nc(SCC(=O)N3CCc4ccccc43)sc2c1
-6%[76.3 µM]	Cc1nn(CC(=O)NCCCN2CCCCC2)c(=O)c2cc(-c3ccccc3)nn12
-11%[76.3 µM]	COc1ccccc1CNC(=O)C1CCN(S(=O)(=O)c2ccc3c(c2)CC(C)N3C(C)=O)CC1 (configuration not stated)
0%[76.3 µM]	Cc1c(C(=O)N(C)C2CC(C)(C)NC(C)(C)C2)oc2c(F)cccc12
-9%[76.3 µM]	O=C(Nc1ccc(OCc2ccccc2)cc1)c1cccs1
-1%[76.3 µM]	CN(CC(=O)Nc1ccccc1C(F)(F)F)C(=O)c1cc([N+](=O)[O-])ccc1N1CCOCC1
-7%	C#CCOC(=O)c1cc(Cl)c(=O)n(Cc2ccc(Cl)cc2Cl)c1
-1%[76.3 µM]	CC1(C)CC(NC(=O)C2CCC(=O)N(Cc3ccccc3F)C2)CC(C)(C)C1 (configuration not stated)
-4%	Cc1ccc(CNc2cnccn2)s1
-11%	Cc1ccc(C2CC2/C(=N/O)c2ccc(F)cc2)cc1 (configuration not stated)
1%	Cc1ccccc1C1c2[nH]c3ccccc3c2C[C@H]2C(=O)N(C3CC3)CC(=O)N12 (some centres not stated)
13%[76.3 µM]	COc1ccc(S(=O)(=O)N2CCNCC2)cc1
-3%[76.3 µM]	Brc1cccc(CNCc2ccncc2)c1
-20%[76.3 µM]	O=[N+]([O-])c1cccnc1N1CCN(Cc2ccc3c(c2)OCO3)CC1
0%[76.3 µM]	O=C1C(=O)N(CCCN2CCOCC2)C(c2ccc(Cl)cc2)/C1=C(/O)c1ccc(F)cc1 (configuration not stated)
-23%[76.3 µM]	O=Cc1c(Nc2ccccc2Cl)nc2ccccn2c1=O
-2%[76.3 µM]	COc1ccccc1C(=O)N/N=C/C(C)=C/c1ccccc1
2%	N#Cc1ccccc1NC(=O)CN1CCN(c2ccccn2)CC1
-3%[76.3 µM]	Cc1cc2[nH]c(=O)c(=O)[nH]c2cc1S(=O)(=O)Nc1ccccc1F
-7%[76.3 µM]	O=C(CCN1CCCC1=O)NC1CCCc2c1cnn2-c1ccccc1F (configuration not stated)
-2%[76.3 µM]	O=C(Cn1cc([N+](=O)[O-])cn1)N1CCN(c2ccccc2)CC1
-21%[76.3 µM]	CC[C@@H](C(=O)[C@@H](C)[C@@H](O)[C@H](C)CCc1ccc(C)c(O)c1C(=O)O)[C@H]1O[C@](CC)([C@H]2CC[C@](O)(CC)[C@H](C)O2)C[C@@H]1C
-9%[76.3 µM]	CCCn1c(C2CCCN2c2nc(C)cs2)nc2cc(Cl)c(Cl)cc21 (configuration not stated)
7%[76.3 µM]	NC(=O)CC(NC(=O)c1ccccc1)c1ccc(N2CCC(N3CCCC3)CC2)c([N+](=O)[O-])c1 (configuration not stated)
2%[76.3 µM]	Cn1cc(S(=O)(=O)N2CCCC2)cc1C(=O)Nc1cccc(C(F)(F)F)c1
-8%[76.3 µM]	CCN(CC)C(=O)Cn1cc(S(=O)(=O)CC(=O)Nc2ccc(C(N)=O)cc2)c2ccccc21

In the list so far, 13 have an NH in an aromatic ring:
GAA glycogen	SMILES
-15%	CCCn1c(=O)[nH]c(=O)c2c1nc(-c1ccc(C#N)cc1)n2CCOC
-6%[76.3 µM]	CCn1c(SCC(=O)Nc2ccc(C(C)=O)cc2)nc2c([nH]c3ccccc32)c1=O
-2%[76.3 µM]	COc1ccc(C(=O)Nc2ccc3[nH]ncc3c2)cc1
14%[76.3 µM]	Cc1ccc(-n2c(-c3ccc(Cl)cc3Cl)n[nH]c2=S)cc1
3%	Cc1ccc(F)cc1NC(=O)CCc1c(C)[nH]c(=O)c(C#N)c1C
-2%	CCOc1cc(/C=C/c2nc3ccccc3c(=O)[nH]2)cc(Br)c1OC
2%[76.3 µM]	Cn1c(=O)[nH]c(=O)c2c1nc(NCc1ccccc1)n2Cc1ccc(F)cc1
-1%	Cc1ccc2cc(CN(CC3CCCO3)C(=O)c3cccs3)c(=O)[nH]c2c1 (configuration not stated)
1%	NC(=O)C1CCCCc2c1[nH]c1ccc(Cl)cc21 (configuration not stated)
7%[76.3 µM]	COc1ccc2c(Sc3ccc(Cl)cc3)c(C(=O)N3CCCCC3)[nH]c2c1
1%	CCN(CC)CCCN1CC(=O)N2[C@@H](Cc3c([nH]c4ccccc34)C2(C)C)C1=O
1%	Cc1ccccc1C1c2[nH]c3ccccc3c2C[C@H]2C(=O)N(C3CC3)CC(=O)N12 (some centres not stated)
-3%[76.3 µM]	Cc1cc2[nH]c(=O)c(=O)[nH]c2cc1S(=O)(=O)Nc1ccccc1F

Screening results deposited in PubChem by National Center for Advancing Translational Sciences (NCATS).

Not all compounds are listed. The share of hits here may be higher or lower than overall.
